GSTO1 inh – blocks human GSTO1 in RBBP9 counter-screen. recombinant GSTO1, activity-based probe fluorescence polarization. P78417. inhibition, % at 5.96 µM. 1.1% of 300,000 active;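 active means inhibition above the campaign mean inhibition plus 3 SD, cut at about 35% in these data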;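 further: 0% = GSTO1-1 with DMSO and 100% = wells lacking GSTO1-1 enzyme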
PAFAH2 FP inh – inhibitors of human PAFAH2 | Q99487 | recombinant PAFAH2, FP-rhodamine activity probe, fluorescence polarization | inhibition, % at 3.39 µM | 0.99% of 340,000 active;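 active means inhibition above the mean over all tested compounds plus 3 SD, cut at about 30% in these data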;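 further: inhibitors block probe labeling of enzyme so polarization drops; 0% = enzyme with DMSO and 100% = wells lacking PAFAH2 protein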
PME-1 primary – PME-1 (human) inhibition | Q9Y570 | recombinant PME-1, FP-Rh probe fluorescence polarization | inhibition, % at 5.9 µM | 0.53% of 320,000 active | AID 2130;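 active means inhibition above the campaign mean of all compounds plus 3 SD, cut at about 26% in these data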;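 further: competitive labeling of PME-1 active site by serine hydrolase directed probe; 0% = PME-1 with DMSO and 100% = wells lacking PME-1 enzyme; inhibitors block probe labeling so polarization falls and inhibition rises; many of its hits are not listed in these tables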
Target sequence (Q9Y570 whole entry, looked up): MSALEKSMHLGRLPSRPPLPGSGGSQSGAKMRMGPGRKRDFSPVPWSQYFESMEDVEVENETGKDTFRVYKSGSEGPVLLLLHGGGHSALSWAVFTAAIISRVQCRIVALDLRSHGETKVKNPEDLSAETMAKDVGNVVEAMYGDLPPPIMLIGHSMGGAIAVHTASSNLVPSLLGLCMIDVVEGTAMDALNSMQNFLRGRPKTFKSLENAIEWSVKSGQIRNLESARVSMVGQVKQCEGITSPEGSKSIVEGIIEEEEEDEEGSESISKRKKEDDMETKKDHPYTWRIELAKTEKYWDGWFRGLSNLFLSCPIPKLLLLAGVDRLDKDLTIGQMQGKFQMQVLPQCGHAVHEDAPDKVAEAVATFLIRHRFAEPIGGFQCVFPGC
PAFAH1B3 FP inh – inhibitors of human PAFAH1B3; recombinant PAFAH1B3, FP-rhodamine probe, fluorescence polarization; inhibition, % at 3.39 µM; AID 492972; Q15102; 0.28% of 340,000 active;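 active means inhibition above the screen-wide average of all tested compounds plus 3 SD, cut at about 25% in these data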;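 further: 0% = enzyme with DMSO only and 100% = wells lacking PAFAH1B3 protein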
LYPLA2 inh – LYPLA2 (human) inhibition in PME1 counter-screen. O95372. recombinant LYPLA2, FP-Rh probe fluorescence polarization. inhibition, % at 5.9 µM. 0.38% of 320,000 active;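 active means inhibition above the screen-wide mean plus 3 SD, limit set per campaign, cut at about 26% in these data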;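 further: 0% = LYPLA2 with DMSO and 100% = wells lacking LYPLA2 enzyme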
Target sequence (O95372 whole entry, looked up): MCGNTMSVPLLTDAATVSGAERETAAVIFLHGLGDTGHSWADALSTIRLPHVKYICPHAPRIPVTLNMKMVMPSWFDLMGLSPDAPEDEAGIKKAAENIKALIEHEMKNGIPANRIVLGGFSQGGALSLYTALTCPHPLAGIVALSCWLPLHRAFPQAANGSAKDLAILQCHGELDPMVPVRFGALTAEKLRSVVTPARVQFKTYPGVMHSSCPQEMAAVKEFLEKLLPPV
PAD4 inh – blocks human protein arginine deiminase 4 | 0.41% of 330,000 active | recombinant PAD4, RCA probe fluorescence polarization | Q9UM07 | inhibition, % at 6.36 µM;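 active means percent inhibition above a cutoff equal to the mean of all tested compounds plus 3 SD, cut at about 15% in these data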;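 further: 0% = PAD4 with RCA probe and DMSO and 100% = probe without PAD4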
LYPLA1 counter – counter-screen for PME1 inhibitors: inhibitors of human LYPLA1; O75608; recombinant LYPLA1, FP-Rh probe fluorescence polarization; inhibition, % at 5.9 µM; 0.16% of 320,000 active;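 active means inhibition above the mean of all tested compounds plus 3 SD, set per campaign, cut at about 14% in these data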;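 further: inhibitors block serine hydrolase probe labeling of LYPLA1 so polarization falls; 0% = enzyme with DMSO and 100% = wells lacking LYPLA1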
Target sequence (O75608 whole entry, looked up): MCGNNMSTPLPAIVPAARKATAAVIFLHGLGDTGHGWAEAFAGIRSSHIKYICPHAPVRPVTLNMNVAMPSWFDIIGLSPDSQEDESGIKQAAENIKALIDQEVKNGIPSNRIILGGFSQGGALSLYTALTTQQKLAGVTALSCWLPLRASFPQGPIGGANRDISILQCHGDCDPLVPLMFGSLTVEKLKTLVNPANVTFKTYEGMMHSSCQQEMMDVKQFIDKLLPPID
PAFAH1B2 inh – PAFAH1B2 (human) inhibition | P68402 | recombinant PAFAH1B2, FP-rhodamine activity probe, fluorescence polarization | inhibition, % at 3.39 µM | 1.2% of 340,000 active;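 active means inhibition above the mean of all tested compounds plus 3 SD, cut at about 24% in these data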;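 further: 0% = enzyme with DMSO and 100% = wells lacking PAFAH1B2; many of its hits are not listed in these tables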
Target sequence (P68402 whole entry, looked up): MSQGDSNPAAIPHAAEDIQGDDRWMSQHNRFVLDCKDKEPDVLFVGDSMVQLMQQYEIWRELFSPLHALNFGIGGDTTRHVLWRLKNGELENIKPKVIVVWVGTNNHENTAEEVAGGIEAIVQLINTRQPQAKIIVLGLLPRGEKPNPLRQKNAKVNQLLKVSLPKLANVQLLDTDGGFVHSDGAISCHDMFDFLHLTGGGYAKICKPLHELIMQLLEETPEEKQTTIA
pPAFAH FP inh – inhibitors of human plasma PAF acetylhydrolase (pPAFAH). Q13093. recombinant pPAFAH, FP-rhodamine probe fluorescence polarization. inhibition, % at 3.39 µM. 1.5% of 330,000 active. AID 463082;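 active means inhibition above the mean inhibition across the screen plus 3 SD, cut at about 25% in these data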;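 further: inhibitors block binding of the rhodamine activity-based probe so polarization drops; 0% = enzyme with DMSO and 100% = wells lacking pPAFAH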
The depositor's hits bear a star; / = no result given. These rows are one share of the data (hit frequency here may not be typical).

| SMILES | GSTO1 inh | PAFAH2 FP inh | PME-1 primary | PAFAH1B3 FP inh | LYPLA2 inh | PAD4 inh | LYPLA1 counter | PAFAH1B2 inh | pPAFAH FP inh |
| --- | --- | --- | --- | --- | --- | --- | --- | --- | --- |
| COC(=O)c1[nH]c2ccc(Br)cc2c1NC(=O)CN1CCN(C2CCCCC2)CC1 | 1 | -2 | 4 | 6 | 4 | 2 | 7 | -2 | 5 |
| CC(=O)Nc1ccc(SCC(=O)Nc2ccccc2-c2ccccc2)cc1 | -1 | -4 | 6 | 6 | -2 | 4 | 1 | 12 | 3 |
| CCCC12CN(C(=O)c3ccc([N+](=O)[O-])cc3)CC(C)(CN(C(=O)c3ccc([N+](=O)[O-])cc3)C1)C2=O | 1 | / | 0 | / | -1 | -2 | 0 | / | -3 |
| COc1ccc(NC(=O)c2ccc(Cn3cc(Cl)cn3)cc2)cc1 | 0 | -2 | -4 | 0 | 6 | 1 | -1 | -6 | 3 |
| Cc1cc(C)c2c(CCl)cc(=O)oc2c1 | 65* | / | 6 | / | -1 | 2 | -1 | / | 7 |
| O=S(=O)(c1ccc(F)cc1F)N1CCCN(c2ccc(C(F)(F)F)cn2)CC1 | 5 | / | -1 | / | 4 | 3 | 0 | / | 4 |
| Cc1ccc(C)c(NC(=S)Nc2ccc(S(=O)(=O)Nc3ncccn3)cc2)c1 | 6 | -2 | -3 | 1 | 3 | 3 | 2 | 4 | -4 |
| COCCN1C(=O)C(=O)/C(=C(/O)c2cccc(OC)c2)C1c1ccncc1 (stereo not given) | -2 | 2 | -4 | 2 | 3 | -2 | -1 | 5 | -1 |
| Fc1ccc(CSc2nc3ncccc3[nH]2)cc1 | -9 | 2 | -4 | 5 | -5 | 2 | -1 | 4 | 3 |
| O=S(=O)(Nc1nccs1)c1ccc(F)cc1 | 1 | 1 | 5 | 4 | 3 | 1 | -4 | 9 | 2 |
| COc1cc(CC(=O)Nc2nc(-c3ccc(F)c(F)c3)cs2)cc(OC)c1OC | -6 | -6 | -17 | 3 | -22 | -1 | -16 | 2 | -2 |
| COc1ccc2c(c1)-c1nc(/N=C/c3cccc(OC)c3O)sc1CC2 | 7 | -4 | -1 | 14 | 4 | 0 | 0 | 8 | 9 |
| COCC(C)NC(=O)c1cc(-c2ccc(OC)c(OC)c2)on1 (stereo not given) | 53* | -2 | -3 | 3 | 5 | -1 | -1 | -1 | 3 |
| CC(=O)NC(CC(=O)NCc1ccncc1)c1ccccc1 (stereo not given) | 8 | 3 | -11 | 8 | 5 | 1 | 1 | 6 | -8 |
| COc1cccc(C(=O)Oc2cccc(N3C(=O)C4C5CC(C(Br)C5Br)C4C3=O)c2)c1 (stereo not given) | -6 | 3 | -4 | 2 | -6 | -1 | -4 | 4 | -3 |
| CC(C)(C)N1CC(c2nc3ccccc3n2CCOc2ccccc2)CC1=O (stereo not given) | -5 | -7 | 1 | 5 | 0 | -8 | 2 | -1 | 2 |
| CCc1c(C)nc(SCC(=O)N2CCCCC2CC)[nH]c1=O (stereo not given) | 9 | 4 | 5 | -1 | -6 | 7 | -2 | 6 | 5 |
| CN(C)CCn1c(C(=O)O)cc2ccccc21 | -3 | -1 | 2 | 2 | -7 | 3 | -3 | -4 | -4 |
| CC(C)(C)c1ccc(C(=O)n2cnc3ccccc32)cc1 | 3 | 5 | -1 | 1 | -4 | -3 | -3 | 9 | 0 |
| COc1nc(N(C)C)nc(N(C#N)CCOC(C)=O)n1 | 3 | 2 | 5 | 6 | -9 | 2 | 2 | 6 | 4 |
| Cn1c(=O)c2c(nc(NCc3ccccc3)n2CCCc2ccccc2)n(C)c1=O | 1 | -5 | -1 | 6 | -6 | 4 | -2 | -2 | 2 |
| CCOc1ccccc1NC(=O)CCc1ccc(C)o1 | -8 | -4 | -2 | 9 | 3 | -2 | 1 | -3 | 4 |
| CCCCCc1c2c(cc(O)c1C(=O)O)OC(=O)c1c(cc(OC)cc1C(=O)CCCC)O2 | 7 | 27 | 8 | -3 | 8 | 2 | 0 | 11 | 14 |
| CCn1c(SCC(=O)N(C)c2ccccc2)nc2c([nH]c3ccccc32)c1=O | 6 | -2 | 8 | 9 | 7 | 3 | 0 | -2 | 4 |
| CCOc1ccc(S(=O)(=O)NCCC(=O)NCC(C)(C)N2CCOCC2)cc1 | -10 | 5 | -3 | 2 | -1 | 1 | -2 | 0 | 1 |
| O=C(O)CNC(=S)N(Cc1ccccc1)Cc1cccnc1 | 11 | -3 | -2 | 14 | -5 | -2 | -1 | 4 | -6 |
| CCOC(=O)NC(NCC(O)c1ccccc1)(C(F)(F)F)C(F)(F)F (stereo not given) | -8 | -6 | 1 | 7 | -3 | -1 | 0 | -1 | 8 |
| Cc1ccc(NC(=O)NC(=S)NC(=O)c2ccccc2)cc1 | 0 | 3 | -2 | 5 | 2 | -3 | -2 | -6 | -1 |
| CCOc1ccc(C(=O)Nc2ccc3c(c2)OCO3)cc1OCC | -3 | -1 | 3 | 0 | -1 | -4 | -1 | 3 | -1 |
| Cc1cc(NC(=S)NC(=O)c2ccccc2)ccc1-c1cc2ccccc2oc1=O | -2 | -2 | -5 | -7 | 6 | -1 | 4 | 2 | -3 |
| COC(=O)CSc1nnc(CNc2ccc(F)cc2)o1 | 0 | -3 | 4 | 7 | 16 | -3 | 3 | 4 | -1 |
| c1cc(-c2nnc(-c3ccncc3)o2)ccn1 | 3 | -1 | -9 | 1 | -2 | 0 | 0 | 5 | 7 |
| Cc1ccc(C)c(NC(=S)NNC(=O)c2cc3c(s2)CCC(C)C3)c1 (stereo not given) | 13 | 17 | 5 | 4 | 2 | -2 | 3 | 3 | 7 |
| COc1cc(C(=O)NCCOc2ccc(Cl)cc2)ccc1OCc1c(C)noc1C | / | 0 | 0 | 0 | 12 | 0 | 2 | 2 | 2 |
| CC1CCCCN1c1ccc(N)cc1C(N)=O (stereo not given) | 0 | -6 | 7 | 1 | -3 | 1 | -1 | 5 | 2 |
| CCOC(=O)c1sc(N(Cc2ccccc2)C(=O)CCl)nc1C | 84* | -5 | -6 | -6 | 0 | 5 | -7 | 2 | -3 |
| CCN(CC(=O)Nc1ccc(NC(C)=O)cc1)C(=O)Cc1cccc2ccccc12 | 2 | 1 | -5 | 5 | -4 | 2 | -1 | 6 | -2 |
| CCOC(=O)c1cnn(-c2ccccc2)c1NC(=O)C(F)(F)C(F)(F)C(F)(F)F | 9 | 6 | -6 | 4 | -5 | 0 | -2 | 2 | -2 |
| O=C1CC(c2ccsc2)c2cc3c(cc2N1)OCCO3 (stereo not given) | 4 | 1 | 0 | 3 | 10 | -1 | 1 | 8 | 6 |
| CC(OC(=O)c1cccn1C)C(=O)Nc1ccc2c(c1)OCO2 (stereo not given) | 5 | 1 | 1 | -1 | -1 | -4 | -1 | -1 | -2 |
| Cc1ccc(N2CCN(S(=O)(=O)N3CCOCC3)CC2)cc1C | -7 | 1 | -1 | 11 | 2 | 0 | -5 | 7 | 4 |
| Cc1sc2ncn(CC(=O)Nc3ccccc3F)c(=O)c2c1-c1ccccc1 | 2 | 3 | 2 | 7 | 7 | -1 | -4 | 0 | 0 |
| C/C(=N\Nc1ccc(S(N)(=O)=O)cc1[N+](=O)[O-])c1cccs1 | 8 | 6 | -3 | 5 | 14 | -4 | 4 | 2 | 5 |
| c1ccc(CSc2ncn(-c3ccccc3)n2)cc1 | 7 | 4 | 2 | 6 | 7 | -6 | 0 | 2 | 0 |
| COc1cc(C)c(C(=O)Oc2cc(C)c(C(=O)O)c(O)c2C)c(O)c1C | 2 | -5 | -12 | 6 | 12 | 2 | -3 | 5 | 22 |
| NS(=O)(=O)c1cccc(NC(=O)COc2ccc([N+](=O)[O-])cc2)c1 | 8 | 1 | -4 | -1 | -5 | 2 | -3 | 5 | 1 |
| Cc1ccc(Sc2ccc(NC(=O)c3ccc(S(C)(=O)=O)cc3Cl)cc2)cc1 | 0 | 1 | -2 | 4 | -1 | 4 | 0 | 4 | 1 |
| CCC(=O)c1ccc(/C=C/c2nc3ccccc3n2C)o1 | -4 | 6 | 0 | -6 | -3 | -3 | -4 | -3 | 6 |
| Nc1ccc2nc(C3CCCCC3)[nH]c2c1 | 0 | 2 | -3 | 3 | -3 | -6 | -4 | 3 | 5 |
| CN1C2CCC1/C(=C\c1ccc(F)cc1)C(=O)/C2=C/c1ccc(F)cc1 | -1 | -9 | 8 | -3 | 1 | 0 | 1 | -2 | -2 |
| O=C(NCCCc1ccccc1)[C@@H]1Cc2ccccc2CN1 | 0 | -8 | 1 | 1 | -1 | -3 | -5 | 3 | 2 |
| C/C(CC(=O)Nc1cccc(Br)c1)=N\NC(=O)c1ccc(O)cc1O | 15 | 5 | 4 | 14 | -9 | -6 | -10 | 6 | 17 |
| COCc1cc(CN2CCCC(C(=O)c3cccc(C(F)(F)F)c3)C2)ccc1OC (stereo not given) | -4 | -1 | -8 | 2 | 1 | 1 | 0 | 5 | 3 |
| Cc1ccc(-c2cc(N)n(Cc3ccc(Cl)cc3)n2)cc1 | -3 | 4 | 4 | 8 | 4 | 1 | 4 | 8 | 0 |
| Cc1[nH]c(C)c(S(=O)(=O)N2CCN(c3cccc(Cl)c3)CC2)c1C(=O)N1CCCC1 | 3 | 2 | 1 | 17 | 10 | -1 | -1 | -2 | 3 |
| Cc1nc2cc(-c3ccccc3)nn2c(N)c1-c1ccccc1 | / | -1 | 3 | 2 | 0 | 3 | 2 | 6 | 1 |
| O=C(c1ccc(Cl)c(S(=O)(=O)N2CCCCC2)c1)N1CCN(Cc2ccccc2)CC1 | -2 | -9 | 14 | 4 | 7 | -6 | 0 | -1 | 4 |
| CCc1cccc(C)c1NC(=O)Cc1ccsc1 | 2 | 13 | 2 | 0 | -2 | -2 | -3 | 2 | 2 |
| Cc1ccsc1/C=C(\C#N)C(=O)NCc1ccco1 | 5 | 2 | 2 | 8 | 2 | -2 | -2 | 1 | 3 |
| Cc1ccc2nc(-c3ccccc3)cc(C(=O)NCC3CCCO3)c2c1 (stereo not given) | 1 | / | -2 | / | 0 | 0 | -1 | / | 7 |

(cont.)
| SMILES | GSTO1 inh | PAFAH2 FP inh | PME-1 primary | PAFAH1B3 FP inh | LYPLA2 inh | PAD4 inh | LYPLA1 counter | PAFAH1B2 inh | pPAFAH FP inh |
| --- | --- | --- | --- | --- | --- | --- | --- | --- | --- |
| C=CCOC(=O)C1=C(C)Nc2nnnn2C1c1ccc(OC)cc1OC (stereo not given) | 2 | 1 | 7 | 1 | 3 | 0 | 1 | 1 | 2 |
| CCN(CC)S(=O)(=O)c1ccc(Cl)c(C(=O)OCC(=O)c2c(N)n(C)c(=O)n(C)c2=O)c1 | -2 | 4 | 20 | 2 | 3 | -2 | 1 | -2 | 0 |
| COc1ccc(OC)c(S(=O)(=O)N2CCc3ccccc32)c1 | 3 | 6 | -2 | 3 | 3 | -2 | 4 | 4 | 5 |
| CCN1C(=O)[C@H]2[C@@H](c3ccc(C)cc3)N3C(=O)N(c4ccc(OC)cc4)C(=O)[C@@]3(C)[C@H]2C1=O | 22 | 7 | 0 | 1 | 8 | 0 | 1 | 0 | 2 |
| COc1ccc(CNCCNC(=O)c2ccco2)c(OC)c1OC | 4 | -12 | -3 | -4 | 0 | -1 | 2 | -1 | 3 |
| Cc1ccc(S(=O)(=O)N2CCOCC2)cc1C(=O)OCC(=O)N(Cc1ccccc1)C(C)C | / | 2 | 0 | 4 | -4 | -3 | -1 | 2 | 3 |
